Epigenetic reg – Quantitative High-Throughput Screen for Regulators of Epigenetic Control; murine LDR cells, GFP reporter derepression, 30 h; Potency, µM (titrated, usually from 53.9 µM), inactives show at the top dose GFP activation, actives largely listed as activators; 0.2% of 280,000 active; AID 1865, 2009; further: % of control where 0% means no effect; nearly all actives have a fitted effect of over 60% in size
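Reporter derepression read as number of fluorescent GFP-positive objects, 20-120 um in size, counted by laser-scanning cytometer. Mouse LDR line with an epigenetically silenced CMV-GFP locus; compound incubation 30 h, 37 C.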
aGlu spleen mod – qHTS Assay for Inhibitors and Activators of Human alpha-Glucosidase From Spleen Homogenate | Lysosomal alpha-glucosidase (Homo sapiens), P10253 | human spleen homogenate, 4-MU-alpha-glucoside fluorescence | Potency, µM (doses to about 79.9 µM), for inactives: top-dose activity change, negative = inhibition, hits mostly inhibitors | 0.006% of 240,000 active | AID 2112, 2009;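 further: 0% = enzyme with vehicle and -100% = no enzyme basal signal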
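Enzyme source: human spleen homogenate, 1 ug/well. Buffer 50 mM citric acid/K phosphate pH 5.0, 0.01% Tween-20. 4-MU-alpha-glucoside 1 mM; 37 C x 40 min; NaOH/glycine stop; fluorescence.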
aGal spleen mod – qHTS Assay for Inhibitors and Activators of Human alpha-Galactosidase From Spleen Homogenate. human spleen homogenate, 4MU-alpha-Gal fluorescence, 40 min. Alpha-galactosidase A (Homo sapiens), P06280. AID 2107, 2009. Potency, µM (series often up to 80 µM), for the others: top-dose activity change, negative = inhibition, most hits filed as inhibitors. 0.008% of 240,000 active;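 further: 0% = enzyme with vehicle and -100% = no enzyme basal signal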
Target sequence (P06280 32-429 limits assumed): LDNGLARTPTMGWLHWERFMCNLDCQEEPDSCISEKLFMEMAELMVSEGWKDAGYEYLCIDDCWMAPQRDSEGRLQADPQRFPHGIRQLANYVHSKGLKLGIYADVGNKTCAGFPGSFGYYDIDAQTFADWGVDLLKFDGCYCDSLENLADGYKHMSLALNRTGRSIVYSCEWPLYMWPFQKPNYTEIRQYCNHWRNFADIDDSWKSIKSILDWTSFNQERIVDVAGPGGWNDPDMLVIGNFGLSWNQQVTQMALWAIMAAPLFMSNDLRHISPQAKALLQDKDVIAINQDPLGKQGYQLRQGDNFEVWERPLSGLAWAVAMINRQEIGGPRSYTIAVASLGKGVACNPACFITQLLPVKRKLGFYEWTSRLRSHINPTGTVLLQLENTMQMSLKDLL
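Inhibition or activation of alpha-galactosidase in human spleen homogenate is scored by 4-MU fluorescence after 40 min at 37C, pH 5.0, with 1 mM substrate. AC50s come from concentration-response fitted to the Hill equation.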
GAA glycogen mod – qHTS Assay for Inhibitors and Activators of Human alpha-Glucosidase Cleavage of Glycogen; Lysosomal alpha-glucosidase (Homo sapiens), P10253; recombinant GAA, glycogen substrate, Amplex Red glucose oxidase fluorescence; Potency, µM (series often up to 76.4 µM), without a hit: at the highest dose activity change, negative = inhibition, most hits filed as inhibitors; 0.38% of 300,000 active; AID 2100, 2009;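 further: 0% = full enzyme reaction and -100% = no-enzyme basal signal; the screen sought inhibitors and activators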
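Natural-substrate format: glycogen cleavage by 4 nM human enzyme, glucose read by Amplex Red coupling (Ex 573, Em 610 nm). Normalized to enzyme and no-enzyme controls.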
GAA inh – qHTS Assay for Inhibitors of Human alpha-Glucosidase as a Potential Chaperone Treatment of Pompe Disease | purified human GAA, 4-MU-alpha-glucoside fluorescence | Potency, µM (doses to about 76.9 µM), for the others: at the top dose activity change, negative = inhibition, most hits filed as inhibitors | 0.005% of 200,000 active | AID 1466, 2008;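 further: plate controls were uninhibited enzyme wells for no effect and no-enzyme background for full effect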
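Read-out is 4-methylumbelliferone fluorescence (Ex 365/Em 440 nm) after NaOH/glycine stop at pH 10. Enzyme 4 nM, substrate 400 uM, pH 5.0 citrate buffer, 20 min room temperature; AC50 from Hill-equation concentration-response.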
ALDH1A1 inh – qHTS Assay for Inhibitors of Aldehyde Dehydrogenase 1 (ALDH1A1) | Potency, µM (titrated, usually from 75.3 µM), for inactives: at the highest dose activity, negative = inhibition, most hits filed as inhibitors | AID 1030, 2008 | Purified ALDH1A1, NADH fluorescence, propionaldehyde substrate | Aldehyde dehydrogenase 1A1 (Homo sapiens), P00352 | 7.3% of 220,000 active; active means well fitted inhibition curve with a large enough effect, not every such curve was filed as active; inconclusive means small, poorly fitted or top-dose-only effect, or another doubt; inactive means no such curve, though single readings can be large or run the other way;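 further: plate controls were no enzyme wells and a reference inhibitor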
Tau fluor cs – Counterscreen qHTS for Inhibitors of Tau Fibril Formation, Fluorescence Polarization; tau K18 P301L Alexa594 fluorescence, heparin fibrillization; Potency, µM (doses to about 57.7 µM), for the others: top-dose activity change, negative = decrease; 0.93% of 280,000 active; AID 1463, 2008; further: on the % scale 0 is the no-effect control and ±100 the full control effect; nearly all actives have a fitted effect of over 55% in size
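Human tau K18 P301L (15 uM unlabeled, 0.24 uM Alexa 594-labeled) in 100 mM sodium acetate pH 7 with 20 uM heparin, 6 hr at 37 C. ThT 30 uM added, 1 hr ambient; Alexa 594 FP and total fluorescence read at 555/632 nm.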
NPSR antag – qHTS Assay for Antagonists of the Neuropeptide S Receptor: cAMP Signal Transduction; Q6W5P4; CHO-NPSR cells, cAMP TR-FRET, antagonist mode; Potency, µM (highest dose often 38.3 µM), without a hit: top-dose activity change, negative = inhibition, most hits filed as inhibitors; 1% of 220,000 active; AID 1461, 2008; further: on the % scale 0 is the no-effect control and ±100 the full control effect; nearly all actives have a fitted effect of over 50% in size; many of its hits are not listed in these tables
Target sequence (Q6W5P4 whole entry, looked up): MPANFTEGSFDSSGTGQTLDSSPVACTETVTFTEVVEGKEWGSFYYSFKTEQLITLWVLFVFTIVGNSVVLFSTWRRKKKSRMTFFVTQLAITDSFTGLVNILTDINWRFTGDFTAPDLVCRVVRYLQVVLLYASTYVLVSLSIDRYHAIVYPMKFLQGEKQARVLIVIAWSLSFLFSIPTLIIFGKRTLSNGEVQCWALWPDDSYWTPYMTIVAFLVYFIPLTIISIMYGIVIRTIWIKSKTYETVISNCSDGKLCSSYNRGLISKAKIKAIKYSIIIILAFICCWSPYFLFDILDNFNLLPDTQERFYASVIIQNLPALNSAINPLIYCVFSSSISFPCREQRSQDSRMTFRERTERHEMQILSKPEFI
Starred values were filed as active, the others as inactive; ? = inconclusive; . = no result given; [ ] = another dose, or the depositor's remark. Unless noted, the call rests on the fitted dose curve; in most records, active means well fitted curve in the direction sought with a large enough effect; inconclusive means small, poorly fitted or top-dose-only effect, or another doubt; inactive means no such curve, though single readings can be large; an effect the other way counts as inactive or inconclusive. Potency means the concentration at half of the fitted maximal effect.

SMILES	Epigenetic reg	aGlu spleen mod	aGal spleen mod	GAA glycogen mod	GAA inh	ALDH1A1 inh	Tau fluor cs	NPSR antag
c1cnn(Cc2cnc(N3CCOCC3)s2)c1	1.1%	5%	-3%	12%	4%	1%	12%	7%
Nc1ccc(-c2nc3c(Cl)c(N)ccc3[nH]2)cc1	0.0%	13%	?	?	?	?	-23%	?
CC(C)NC(=O)c1ccc(-c2ccc(Cl)c(C(F)(F)F)c2)o1	-0.2%	-3%	3%	-1%	-3%	-3%	-17%	-21%[46.1 µM]
Cc1cccc(N2CC(C(=O)Nc3nnc(SCC(=O)Nc4nccs4)s3)CC2=O)c1 (stereo unspecified)	0.0%	5%	-2%	-3%	1%	2%	1%	2%
COc1ccc2cc(C(=O)N3CCOCC3)sc(=O)c2c1OC	1.1%	1%	-3%	3%	-11%	9%	-3%	?
O=C(CSc1nnc(Cc2ccccc2)n1-c1ccccc1)N1CCOCC1	-1.5%	-3%	3%	-11%	-5%	-3%	-4%	0%[46.1 µM]
O=C(Sc1nnc(-c2ccccc2)o1)N1c2ccccc2Sc2ccccc21	-1.0%	1%	4%	?	0%	22µM*	?	?
O=C(NC(=S)N1CCCCCC1)c1ccc(Cl)cc1Cl	0.2%	5%	-11%	-5%	0%	3%	-5%	25%
CCCCn1ccnc1C(=O)c1ccc(S(=O)(=O)N2CCCC2)cc1	0.2%	-26%	-17%	-3%	.	.	1%	-14%
COc1ccccc1N(CCC#N)C(=O)CSc1nc(-c2ccccc2)cn1N	-0.1%	-5%	4%	-9%	4%	3%	-2%	-4%[46.1 µM]
Cc1ccc(-n2nnnc2SCc2nnc(-c3ccccc3Br)o2)c(C)c1	-0.4%	3%	-2%	2%	2%	-14%	-15%	?
O=C(NCCCN1CCC(Cc2ccccc2)CC1)C1CCN(S(=O)(=O)N2CCOCC2)CC1	1.4%	-9%	-5%	2%	2%	2%	-1%	-11%[46.1 µM]
CC(=O)c1ccc(N2CCN(c3ccc(S(=O)(=O)N4CCN(C)CC4)cn3)CC2)cc1	-1.0%	-7%	-4%	-14%	5%	-4%	-5%	-2%[46.1 µM]
Fc1cccc2sc(Nc3nc4c(F)cccc4s3)nc12	-1.5%	-5%	-1%	13%	?	?	-15%	-52%
CC1C(=O)C(C)C(c2ccc3c(c2)OCO3)NC1c1ccc2c(c1)OCO2 (stereo unspecified)	-0.3%	-4%	-1%	-4%	-3%	-4%	-7%	?
CCCCC(=O)Nc1ccc(C(=O)Nc2ccc(S(=O)(=O)Nc3ccc(C)cc3)cc2)cc1	1.0%	-6%	6%	7%	1%	6%	-6%	-11%
COc1ccc(C(=O)CSc2nnc(CNc3ccc(C)cc3C)n2Cc2ccco2)cc1	-0.2%	0%	-7%	-9%	-3%	7.1µM*	-23%	?
Cc1nn(C)c(C(=O)NNC(=S)Nc2ccc(Cl)cc2)c1[N+](=O)[O-]	-1.2%	3%	-3%	?	?	?	-15%	-3%[46.1 µM]
O=C(N/N=C/c1c(Cl)cccc1Cl)c1ccc(F)cc1	0.0%	-16%	11%	3%	-11%	11%	-7%	-9%[46.1 µM]
O=C(O)COc1c(Cl)cc(/C=C2/NC(=O)NC2=O)cc1Br	0.1%	6%	3%	7%	5%	?	-6%	-13%
Cc1nn(CC(=O)NCCc2ccc(Cl)cc2Cl)c(C)c1[N+](=O)[O-]	-1.0%	-8%	-8%	5%	5%	2%	5%	5%
COc1ccc(N=C2CCCN2CC(N)=O)cc1	-0.9%	-6%	-1%	0%	-1%	-2%	-8%	-26%[46.1 µM]
C[n+]1cn(CC(O)COCc2ccccc2)c2ccccc21 (stereo unspecified)	-1.1%	1%	4%	2%	7%	10%	-1%	7%[46.1 µM]
CC(C)Cn1c(N2CCN(C(=O)/C=C/c3ccccc3)CC2)nc2ccccc21	-0.3%	-2%	-1%	-8%	-1%	10%	-1%	?
COc1ccc(CN2CCN(Cc3ccc(C)cc3)C(CCO)C2)cc1OC (stereo unspecified)	-0.1%	-1%	0%	-2%	.	7%	-10%	-7%
N#CCc1nn(-c2ccc(F)cc2)c(N)c1C#N	-4.2%	7%	3%	1%	-4%	1%	-14%	9%
COC(=O)c1c(NC(=O)C2CCCO2)sc2c1CCC2 (stereo unspecified)	0.0%	0%	3%	-4%	-11%	14µM*	-15%	-1%[46.1 µM]
O=C(Nc1ccc(N2CCOCC2)cc1)C1CCN(S(=O)(=O)c2ccc3c(c2)OCCO3)CC1	-6.4%	-15%	12%	-9%	-11%	-4%	-5%	-8%
COc1cc(S(=O)(=O)NC2CCCC2)ccc1F	-1.0%	-6%	1%	4%	-2%	-3%	-9%	8%[46.1 µM]
Cc1ccc2[nH]c(=O)c(CNC(C)(C)C)cc2c1	-0.9%	0%	5%	?	-5%	?	0%	-7%[46.1 µM]
COc1ccc(N2CCN(C(=O)CCc3ccc(S(=O)(=O)NC(C)C)cc3)CC2)cc1	-1.0%	-8%	-8%	-4%	-15%	?	-8%	1%
COC(=O)c1onc(-c2c(OC)cc(OC)cc2OC)c1C(=O)OC	1.0%	8%	10%	0%	4%	0%	-10%	20%
O=C(COC(=O)Cn1cnc2ccccc21)Nc1ccc2c(c1)OCCO2	2.0%	6%	2%	8%	-1%	28µM*	0%	-10%[46.1 µM]
c1ccc2c(NCCCN3CCOCC3)c3ccccc3nc2c1	-1.8%	30%	?	0%	?	-1%	-6%	?
CN(Cc1ccccc1)S(=O)(=O)c1ccc(Cl)c(C(=O)O)c1	0.0%	-4%	-3%	-5%	-1%	-1%	-5%	16%
O=C(CCCSc1nc2ccccc2[nH]1)NCc1ccco1	0.6%	-13%	-5%	1%	-5%	6%	6%	-8%[46.1 µM]
CCOC(=O)N1CCN(C(=O)CN(c2ccc(OC)c(OC)c2)S(C)(=O)=O)CC1	0.0%	-8%	-1%	-4%	-5%	-2%	-5%	-7%[46.1 µM]
COC(=O)c1cccc(NC(=O)CCCOc2cccc(C)c2)c1	-2.9%	-3%	0%	-12%	-5%	5%	-29%	-12%[46.1 µM]
O=C(O)c1ccc2c(c1)CCC2	-3.8%	-3%	0%	11%	6%	19%	7%	4%
CCOC(=O)C1CCCN(CC(=O)Nc2c(C(=O)OC)[nH]c3ccc(C)cc23)C1 (stereo unspecified)	0.8%	5%	6%	3%	3%	?	-26%	-17%[46.1 µM]

Ordered by the number under aGlu spleen mod (lowest first): 5 from the list above.
mol	aGlu spleen mod
COc1ccc(N=C2CCCN2CC(N)=O)cc1	-6%
O=C(O)c1ccc2c(c1)CCC2	-3%
Cc1ccc2[nH]c(=O)c(CNC(C)(C)C)cc2c1	0%
CCOC(=O)C1CCCN(CC(=O)Nc2c(C(=O)OC)[nH]c3ccc(C)cc23)C1 (stereo unspecified)	5%
O=C(COC(=O)Cn1cnc2ccccc21)Nc1ccc2c(c1)OCCO2	6%

Grouped by structure: those above containing bromine
SMILES	Epigenetic reg	aGlu spleen mod	aGal spleen mod	GAA glycogen mod	GAA inh	ALDH1A1 inh	Tau fluor cs	NPSR antag
Cc1ccc(-n2nnnc2SCc2nnc(-c3ccccc3Br)o2)c(C)c1	-0.4%	3%	-2%	2%	2%	-14%	-15%	?
O=C(O)COc1c(Cl)cc(/C=C2/NC(=O)NC2=O)cc1Br	0.1%	6%	3%	7%	5%	?	-6%	-13%

Additional compounds
SMILES	Epigenetic reg	aGlu spleen mod	aGal spleen mod	GAA glycogen mod	GAA inh	ALDH1A1 inh	Tau fluor cs	NPSR antag
CCCc1c(C)c(C#N)c2nc3ccccc3n2c1NCCCN1CCOCC1	-2.0%	-10%	-2%	-1%	-6%	?	-4%	-10%[46.1 µM]
COc1ccc(NC(=O)CSc2ccc3ccccc3c2)cc1S(=O)(=O)N1CCCCC1	-1.8%	0%	11%	-4%	?	-6%	?	-15%
O=C(NCc1cccs1)C1CC1	3.3%	4%	1%	18%	-1%	-4%	1%	11%
CCOC(=O)/C=C1\SCC(=O)N1CC(=O)NC1CCCCC1	-5.6%	6%	4%	0%	-2%	-2%	2%	-5%[46.1 µM]
C(=C\c1nc(-c2cccnc2)no1)/c1ccccc1	?	9%	0%	-22%	9%	?	-8%	26%
S=c1[nH]nc(COc2cccc3ccccc23)n1Cc1ccccc1	-1.1%	-11%	-6%	-6%	.	.	-16%	-40%
O=C1N(CC(=O)N2CCc3ccccc32)CCN1Cc1ccccc1Cl	-1.5%	2%	1%	7%	-6%	-9%	-13%	?
C/C=C/c1ccc(OCCSc2nc(C)cc(=O)[nH]2)c(OC)c1	-4.1%	-3%	-6%	3%	-4%	-16%	-2%	-29%[46.1 µM]
N#C/C(=N\Nc1ccccc1F)C(=N)N1CCCCC1	-8.1%	-6%	-2%	-3%	6%	?	1%	-15%[46.1 µM]
C=CCN(CC(=O)O)S(=O)(=O)c1ccccc1C(F)(F)F	1.3%	0%	-1%	2%	3%	-5%	6%	8%
O=C(Nc1cc(C(F)(F)F)ccc1N1CCOCC1)c1ccc(Cl)nc1	2.9%	0%	4%	0%	?	?	4%	9%[46.1 µM]
Cc1ccccc1C(=O)Nn1cnc2ccccc2c1=O	-1.2%	.	4%	10%	-6%	6%	1%	5%
CCOc1ccc(N(CC(=O)Nc2cccc(OC)c2)S(=O)(=O)c2c(C)noc2C)cc1	0.0%	-1%	-2%	-6%	?	1%	?	-15%[46.1 µM]
NC(=O)Cc1ccc2sc(-c3ccccc3)nc2c1	2.1%	2%	-2%	-1%	11%	9%	-11%	16%
CS(=O)(=O)N(Cc1ccccc1)c1ccc(C(=O)N2CCN(c3cccc(Cl)c3)CC2)cc1	0.9%	-7%	-6%	-7%	-3%	-8%	-21%	-32%[46.1 µM]
COc1cccc(CNCc2cccc(Br)c2)c1OC	1.5%	3%	-4%	7%	0%	-10%	3%	4%

Not all compounds are listed; rates above refer to the full screens.
